IDE cell activ – human IDE activators in live cells, primary screen, fluorescence polarization, HEK cells, FAbeta-B substrate; Insulin-degrading enzyme (Homo sapiens), P14735; 340,000 compounds, 0.073% hits; FAbeta-B cleavage; 0% vehicle, 100% cell-free pure enzyme wells; AID 493087, 2011; activation, % at 5.96 µM;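 active = activation above the mean of all tested compounds plus 3 SD, set per screening campaign, cut at about 17% in these data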
Target sequence (P14735 whole entry, looked up): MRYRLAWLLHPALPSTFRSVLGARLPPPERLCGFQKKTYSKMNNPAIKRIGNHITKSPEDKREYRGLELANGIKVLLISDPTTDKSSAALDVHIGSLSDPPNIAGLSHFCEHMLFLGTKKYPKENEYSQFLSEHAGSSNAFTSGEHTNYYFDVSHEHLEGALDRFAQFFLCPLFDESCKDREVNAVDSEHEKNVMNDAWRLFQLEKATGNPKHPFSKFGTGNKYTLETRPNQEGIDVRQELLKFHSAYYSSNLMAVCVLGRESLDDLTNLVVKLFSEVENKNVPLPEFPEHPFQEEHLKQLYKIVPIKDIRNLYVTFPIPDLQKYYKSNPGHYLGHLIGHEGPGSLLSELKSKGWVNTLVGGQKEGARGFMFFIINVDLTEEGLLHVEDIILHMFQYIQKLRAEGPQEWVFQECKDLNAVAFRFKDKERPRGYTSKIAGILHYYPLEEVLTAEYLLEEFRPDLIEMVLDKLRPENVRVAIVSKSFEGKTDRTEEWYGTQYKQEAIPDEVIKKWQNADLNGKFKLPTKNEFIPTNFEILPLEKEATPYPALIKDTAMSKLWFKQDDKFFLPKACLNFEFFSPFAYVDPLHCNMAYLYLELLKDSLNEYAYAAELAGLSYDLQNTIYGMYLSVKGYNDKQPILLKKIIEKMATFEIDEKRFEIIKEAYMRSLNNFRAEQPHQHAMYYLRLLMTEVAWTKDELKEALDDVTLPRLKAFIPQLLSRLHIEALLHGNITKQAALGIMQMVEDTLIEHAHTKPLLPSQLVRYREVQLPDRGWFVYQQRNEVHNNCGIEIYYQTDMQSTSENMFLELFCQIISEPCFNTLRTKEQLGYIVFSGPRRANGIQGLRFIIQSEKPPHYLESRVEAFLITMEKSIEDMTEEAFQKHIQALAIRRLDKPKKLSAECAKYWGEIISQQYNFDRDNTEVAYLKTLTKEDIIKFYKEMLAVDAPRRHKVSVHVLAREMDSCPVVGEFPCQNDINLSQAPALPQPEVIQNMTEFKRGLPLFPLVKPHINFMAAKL
CRFR2-BP antag – antagonists of CRF-BP/CRF-R2 complex, primary screen, cell-based, HEK293, calcium dye fluorescence, uHTS | CRF-induced calcium fluorescence | 350,000 compounds, 0.59% hits | inhibition, % at 11.8 µM;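 active = inhibition of the ligand-induced calcium signal above about 50% at the single tested concentration, limit read from the data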
UBC9 SUMO inh – inhibitors of in vitro SUMOylation cascade, primary screen, biochemical, HTRF, uHTS; HTRF SUMOylation assay, SAE1/SAE2 + UBC9; inhibition, % at 35 µM; 290,000 compounds, 0.36% hits; in the data active = inhibition above about 50%, passing the limit was not always enough; note: strong numbers were not always called active
GalR3 antag – GalR3 antagonists in HEK293 cells, primary screen, cell-based, fluorescence readout; inhibition, % at 3 µM; HEK293 GalR3-CNG cAMP membrane potential fluorescence; galR3 body fused to GalR1 C-terminus; 360,000 compounds, 0.44% hits; Galanin receptor type 3 (Homo sapiens), O60755;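 active = inhibition above the screen-wide average plus 3 SD, cut at about 13% in these data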;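 note: forskolin and galanin both at EC90 stimulate the cells; cAMP rise reported by CNG channel membrane potential dye signal; 0% = forskolin plus galanin with DMSO and 100% = forskolin alone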
VIM-2 inhibitor – VIM-2 metallo-beta-lactamase inhibitors, primary screen, biochemical, epi-absorbance readout, Pseudomonas aeruginosa enzyme; purified VIM-2, nitrocefin hydrolysis, epi-absorbance fluorescence; inhibition, % at 5.6 µM; AID 1527, 2009; 290,000 compounds, 0.89% hits;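 active = inhibition above the mean of all tested compounds plus 3 SD, cutoff set per screening run, cut at about 7.5% in these data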;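 note: red hydrolysis product quenches plate fluorescence so inhibitors raise well fluorescence; 0% = enzyme with DMSO and 100% = DMSO without enzyme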
HCV NS3 hel inh – inhibitors of HCV NS3 helicase, primary screen, biochemical, Cy5 molecular beacon fluorescence; 290,000 compounds, 0.56% hits; NS3 helicase DNA unwinding; inhibition, % at 10.9 µM;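 active = inhibition above the mean of all tested compounds plus 3 SD, set per campaign, cut at about 35% in these data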;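 note: 0% = DMSO wells and 100% = thioflavine S control wells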
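Assay system – hepatitis C virus NS3 helicase domain fragment enzyme · Buffer or medium – MOPS pH 6.5, MgCl2, DTT, Tween20, BSA · Reagent – Cy5/quencher beacon DNA duplex and ATP to start · Compound – single 10.9 µM dose · Timing – 1 h at 25 °C · Technique – Cy5 beacon fluorescence read at start and 1 h · Measure – % inhibition of unwinding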
pCIP destab – p/CIP-EGFP fusion destabilizers, primary screen, fluorescence, F442A cells. 16 h. Q05BA5. decrease of EGFP signal, % at 10 µM. AID 1984, 2009. 290,000 compounds, 0.01% hits;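 active = EGFP signal decrease of at least 30% at 10 µM or well 3 SD below plate mean, unless failing retest; inactive = the rest, including hits failing retest or dose response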; note: some compounds called inactive have numbers as strong as hits; many of its hits are not listed in these tables
IMP-1 inhibitor – IMP-1 metallo-beta-lactamase inhibitors, primary screen, biochemical, epi-absorbance readout, Pseudomonas aeruginosa enzyme; metallo-beta-lactamase IMP-1 (Pseudomonas aeruginosa); purified IMP-1, nitrocefin hydrolysis, epi-absorbance fluorescence; inhibition, % at 5.6 µM; 290,000 compounds, 0.45% hits; AID 1556, 2009;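 active = inhibition above the mean plus 3 SD of all compounds in the same screening run, cut at about 4.5% in these data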;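 note: 0% = IMP-1 with DMSO and 100% = DMSO wells lacking enzyme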
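System: Purified recombinant IMP-1 metallo-beta-lactamase enzyme | Measured by: Fluorescence quenching readout, ex 480/em 530 nm | Replication: Singlicate | Incubation: 15 min preincubation plus 25 min reaction at 25 °C | Evaluation: Percent inhibition from optical density relative to buffer-blank wells | Benchmarks: DMSO with and without IMP-1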
IDE cell inh – human IDE inhibitors in live cells, primary screen, fluorescence polarization, HEK cells, FAbetaB substrate; Insulin-degrading enzyme (Homo sapiens), P14735; FAbetaB cleavage; inhibition, % at 5.59 µM; 320,000 compounds, 0.41% hits;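 active = percent inhibition above the average of all tested compounds plus 3 SD, set per screening campaign, cut at about 16% in these data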;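 note: IDE supplied by intact live HEK cells; FP after avidin binding of uncleaved biotin substrate so inhibition keeps polarization high; 0% = DMSO wells and 100% = 60 µM reference IDE inhibitor Ii1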
Starred values were filed as active, the others as inactive; / = no result given.

IDE cell activ	CRFR2-BP antag	UBC9 SUMO inh	GalR3 antag	VIM-2 inhibitor	HCV NS3 hel inh	pCIP destab	IMP-1 inhibitor	IDE cell inh	mol
-1	7	4	-10	1.2	-21	0	-0.7	-13	CCOc1cc(C(=O)Nc2ccc(S(=O)(=O)Nc3nnc(CC)s3)cc2)cc(OCC)c1OCC
8	-7	4	-4	-0.2	7	2	-1.4	4	COC(=O)c1cc(NC(=O)CSC2=NCCS2)cc(C(=O)OC)c1
-2	7	-4	-10	-1.7	-8	-12	-2.6	5	CCn1c2ccccc2c2cc(NC(=O)CC(C)=O)ccc21
-1	10	22	0	-0.6	21	-11	-4.4	0	CCOc1cc(C2C3=C(CCCC3=O)N(CCC(=O)O)C3=C2C(=O)CCC3)ccc1OS(=O)(=O)c1ccc(C)cc1
7	-9	7	-5	-3.4	-3	-1	-2.4	0	COc1ccc(NC(=O)CC(Cc2ccccc2)C(=O)O)cc1 (centres undefined)
3	-2	-8	-5	-2.9	3	7	-3.4	3	COc1ccc(OC)c(CC(NC(C)=O)C(=O)NC2CCN(c3nc(OC)nc(OC)n3)CC2)c1 (centres undefined)
6	0	/	-3	/	/	/	/	3	Cc1cc(C)c(S(=O)(=O)NCCSCc2ccco2)c(C)c1
-1	14	9	-5	-4.6	0	2	1.4	2	CNC(=O)N(C1=NCC(C)S1)c1ccc(F)cc1F (centres undefined)
-5	-5	-10	-3	-1.6	-16	1	-3.9	4	Cc1ccc(C2CC(C(F)F)n3ncc(C(=O)Nc4cnn(Cc5ccccc5C)c4)c3N2)cc1 (centres undefined)
-5	3	2	-2	0.1	-1	6	-0.2	2	CCC(=O)N1CCc2cc(S(=O)(=O)CCC(=O)NC3CCCCC3)ccc21
-2	-26	30	-9	0.2	-1	-12	-3.8	4	CCCCC(CC)C(=O)Nc1ccc(S(=O)(=O)Nc2nccs2)cc1 (centres undefined)
1	29	-1	-6	0.4	-4	-8	-3.8	2	CC(C)=CCCC(C)CN1CCC(O)CC1 (centres undefined)

Arranged by value in GalR3 antag (lowest first): three of the compounds above.
IDE cell activ	CRFR2-BP antag	UBC9 SUMO inh	GalR3 antag	VIM-2 inhibitor	HCV NS3 hel inh	pCIP destab	IMP-1 inhibitor	IDE cell inh	mol
-1	7	4	-10	1.2	-21	0	-0.7	-13	CCOc1cc(C(=O)Nc2ccc(S(=O)(=O)Nc3nnc(CC)s3)cc2)cc(OCC)c1OCC
3	-2	-8	-5	-2.9	3	7	-3.4	3	COc1ccc(OC)c(CC(NC(C)=O)C(=O)NC2CCN(c3nc(OC)nc(OC)n3)CC2)c1 (centres undefined)
6	0	/	-3	/	/	/	/	3	Cc1cc(C)c(S(=O)(=O)NCCSCc2ccco2)c(C)c1

Other compounds
IDE cell activ	CRFR2-BP antag	UBC9 SUMO inh	GalR3 antag	VIM-2 inhibitor	HCV NS3 hel inh	pCIP destab	IMP-1 inhibitor	IDE cell inh	mol
6	-1	/	-6	/	/	/	/	-4	COc1ccc(OCCOC(=O)CN2C(=O)NC3(CCCC3)C2=O)cc1
1	12	/	4	/	/	/	/	6	CC1(C)Cc2cccc(OCC(=O)N3CCN(c4ccccc4F)CC3)c2O1
-4	4	/	-6	/	/	/	/	1	CCN1C(=O)[C@H]2[C@@H](c3ccc(-c4ccc(F)cc4)c(OC)c3)N[C@@](C)(C(=O)OC)[C@H]2C1=O
1	1	12	5	-0.3	1	3	-3.7	5	C=CCNC(=O)C1CC(=O)N(c2ccc(OCC(=O)Nc3ccc(Cl)c(C(F)(F)F)c3)cc2)C1 (centres undefined)
1	9	7	-4	-2.2	-22	-3	-2.1	-3	CC(=O)Oc1ccc(-c2ccc(C(=O)OCC(=O)N(C)CC(=O)Nc3ccccc3Cl)cc2)cc1
6	9	-17	-6	-4.8	7	-3	-3.1	1	COc1ccc(N(CC(=O)Nc2ccc(S(=O)(=O)N3CCCC3)cc2)S(C)(=O)=O)cc1OC
4	-31	-8	-3	-1.5	0	9	-5.0	-4	CC1=C(C(=O)OCc2ccc3c(c2)OCO3)C(c2ccccc2OCc2ccccc2)NC(=O)N1 (centres undefined)
2	19	-15	-5	-2.7	13	-3	-4.3	10	Cc1ccc(CN2C(=O)CNC2=S)cc1
-3	7	-10	1	-3.4	-6	2	-2.7	-3	COC(=O)COc1cccc(NC(=O)c2cc(OC)cc(OC)c2)c1
2	13	34	-4	-11	2	-4	-2.5	-2	O=C(Nc1cccn(Cc2c(Cl)cccc2Cl)c1=O)c1ccc(Cl)cc1Cl
-2	-4	2	2	/	/	6	/	3	O=C(Nc1cccc(-c2csc(Nc3cccc(C(F)(F)F)c3)n2)c1)c1cc([N+](=O)[O-])cc(C(F)(F)F)c1
-4	-46	-2	/	/	/	-4	/	-2	CCCCCCn1c(SCCOC)nc2c1c(=O)[nH]c(=O)n2C
/	-17	0	0	-2.8	-64	-19	-0.6	-6	Nc1nc(N)c2cc(Sc3ccc4ccccc4c3)ccc2n1
4	-34	-1	-9	-0.6	-7	-10	-3.3	-2	CC(C)(C)c1cc(NC(=O)Nc2ccccc2)no1
-2	26	8	-9	0.3	-19	-11	-1.4	0	COc1ccccc1/C=C/C1(C(=O)NC2CCCC2)CC(=O)N1c1ccccc1 (centres undefined)
2	-3	5	0	-0.7	-5	-4	-3.8	11	O=C(NCc1ccncc1)c1cc(-c2ccc(Cl)cc2)oc1C(F)(F)F
0	-8	-19	-3	-3.9	-5	-19	-9.8	4	Cc1ccc(OCCNC(=O)Cn2cnc3c(=O)n(C)c(=O)n(C)c32)cc1C
0	-7	-22	2	-2.0	0	-1	-2.9	3	O=C(CN(C(=O)C1COc2ccccc2O1)c1ccccc1)NCC1CCCO1 (centres undefined)
1	13	-2	-2	0.1	-12	-3	0.9	-1	COc1ccc(N(CC(=O)N2CCCCCC2)S(C)(=O)=O)cc1Cl
4	8	23	-6	-2.4	5	-2	-2.4	-1	Cc1cnc(NC(=O)Cn2cnc3c2c(=O)n(C)c(=O)n3C)s1
6	-5	8	-1	-1.8	-1	-11	-2.3	-1	CN(Cc1ccsc1)C(=O)CCc1nnc(CCCc2ccccc2)o1
-2	-10	-13	-8	2.5	-13	0	-2.9	9	O=C(CC12CC3CC(CC(C3)C1)C2)NCC(c1ccc(F)cc1)N1CCOCC1 (centres undefined)
/	5	-25	-3	-0.9	-1	-10	-1.3	-2	COc1ccc(Nc2nc(-c3cccs3)cs2)cc1
5	6	/	-1	/	/	/	/	6	Cc1ccc(S(=O)(=O)NCCC(=O)N2CCOCC2)cc1C
0	2	20	-7	-3.9	6	-8	-2.0	-6	CCOc1ccc(-c2c(C(=O)N/N=C/c3ccccc3)nnn2-c2nonc2N)cc1
1	4	9	-7	-0.4	-6	-1	18*	-6	Cc1ccc(Cl)cc1Nc1nc(-c2sc(NC(=O)C(C)(C)C)nc2C)cs1
0	-24	-8	/	-1.8	-1	-9	-5.5	-2	CCOc1ccccc1CNC(=O)Cn1ccc2cc(S(=O)(=O)N3CCC(C)CC3)ccc21
4	-2	-11	-7	-5.2	4	9	-1.7	1	Cc1cccc(C)c1OCc1cc(C(=O)NCc2ccc(Cl)s2)no1
3	12	-3	-7	-2.0	3	14	-1.6	2	O=C(COC(=O)c1cccc(S(=O)(=O)N2CCOCC2)c1)Nc1ccc2c(c1)OCO2
4	-15	2	-4	-0.8	-5	3	-0.4	2	CCc1nnc(NC(=O)CN2CCN(Cc3ccccc3C)CC2)s1
-2	-20	/	-5	/	/	/	/	-2	O=C(COC(=O)c1cc(Cl)ccc1O)Nc1cc(C(F)(F)F)ccc1N1CCOCC1
-3	12	7	5	-2.9	3	0	-3.4	-5	Cc1ccc(C(=O)N/C(=C/c2cccc([N+](=O)[O-])c2)C(=O)NCC2CCCO2)cc1 (centres undefined)
3	27	28	-3	-3.0	-5	-20	-2.3	5	CCc1nc(SCC(=O)NNC(=O)C2CCCCC2)c2ccccc2n1
3	6	-9	-2	-2.5	38*	-9	-1.6	2	Cc1ccc(N2C(=O)CC(N(O)C3CC(=O)N(c4ccc(C)cc4)C3=O)C2=O)cc1 (centres undefined)
-3	1	12	-8	-0.3	-8	-14	0.0	2	Cc1cc(C)c2cc(CN(CCCO)S(=O)(=O)c3ccccc3F)c(=O)[nH]c2c1
-3	5	-29	1	-1.5	4	3	-3.9	-2	COC(=O)CSC1=C(C#N)C(c2ccc(C)cc2)C2=C(CCCC2=O)N1 (centres undefined)
2	4	11	3	-1.1	-4	-8	-3.4	-6	NS(=O)(=O)c1ccc(NC(=O)COC(=O)c2ccco2)cc1
5	-1	-6	-10	-1.1	4	-9	-3.9	4	O=C(C[C@@H]1NS(=O)(=O)OC2CCCCC21)c1ccccc1 (some centres undefined)
5	-6	13	-6	0.4	-5	-6	-2.3	11	O=C(CC1C(=O)NCCN1C(=O)Nc1ccccc1)Nc1cccc(C(F)(F)F)c1 (centres undefined)
-1	2	-2	-5	-3.4	-4	5	-2.7	0	Cc1cc(C)cc(OCC(=O)N/N=C/c2ccco2)c1
3	-11	0	0	-1.9	-1	-3	-1.5	6	O=c1cc(O)c2c(=O)n(-c3ccccc3)c3c(c2o1)CCCCCC3
5	7	7	-3	-3.1	-2	-10	-3.3	-1	Cc1ccc(NC(=O)CC(O)(C(F)(F)F)C(F)(F)F)c(Br)c1
1	-22	-10	/	-0.2	-2	-7	-0.4	2	Cc1cccc(NS(=O)(=O)c2cc3c(cc2C)N(C)CCO3)c1
-2	18	11	-3	-1.1	2	-27	-2.9	/	COc1ccc(CCNc2ncnc3cc(OC)c(OC)cc23)cc1OC
1	6	9	-2	-5.3	7	-2	-4.0	2	CC1CCCCN1S(=O)(=O)c1ccc(C(=O)Nc2nnc(C3CC3)o2)cc1 (centres undefined)
-2	3	4	-7	-1.7	7	-13	0.6	-5	O=C(Nc1cccc(O)c1)c1ccccc1
1	0	-1	-7	-3.2	0	5	-3.9	1	COc1ccc(NC(=O)CSc2nnc(Cn3cnc4ccccc43)o2)cc1
-3	37	-3	3	-0.6	-7	1	-1.8	-7	O=C(O)CC1C(=O)NCCN1Cc1cccs1 (centres undefined)
0	12	4	-5	-1.4	-10	7	-1.7	-3	Cc1ccc(SCc2cn3cc(Cl)ccc3n2)cc1
-1	14	/	-2	/	/	/	/	-3	CCN(CC)S(=O)(=O)c1ccc(C)c(NC(=O)CNc2cccc(S(=O)(=O)N3CCCC3)c2)c1
0	-2	4	0	-2.8	0	-2	-3.0	9	O=C(/C=C/Nc1ccc(S(=O)(=O)Nc2ncccn2)cc1)c1ccc(Cl)c(Cl)c1

Screens: PubChem BioAssay, several laboratories
